TDP2 absorb = human TDP2 enzyme inhibitors, primary screen, biochemical, epi absorbance, recombinant enzyme | Tyrosyl-DNA phosphodiesterase 2 (Homo sapiens), O95551 | T5PNP hydrolysis, p-nitrophenol absorbance 415 nm | inhibition, % at 12.8 µM | 370,000 tested, 0.34% active;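 active = inhibition above the mean of all tested compounds plus 3 SD, set per campaign, cut at about 25% in these data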;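 note: 0% = DMSO with enzyme and 100% = buffer with substrate but no TDP2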
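Assay system: Recombinant human TDP2 | Quantity: 120 nM TDP2 per well | Incubation: 2 h at 37 °C | Signal: Epi absorbance | Evaluation: Percent inhibition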
LEDGF integ inh = blockers of LEDGF/p75-dependent integrase strand transfer – biochemical, TR-FRET, high throughput, primary screen; TR-FRET IN-LEDGF/p75 DNA integration, Eu/Cy5; HIV-1 integrase (with human LEDGF/p75); 370,000 tested, 0.64% active; inhibition, % at 3.7 µM;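 active = inhibition above the screen-wide mean plus 3 SD, cut at about 13% in these data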;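 note: signal is the Cy5 over europium emission ratio at 671 and 618 nm; 0% = plate median of compound wells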
HTRA1 inh = HTRA1 serine protease inhibitors, primary screen, biochemical, fluorescence polarization, HTS; Q92743; recombinant HTRA1, FP-rhodamine activity-based probe; inhibition, % at 5.96 µM; 340,000 tested, 0.5% active; AID 504803, 2011; in the data active = inhibition above about 36%;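 note: 0% = enzyme with DMSO and 100% = wells lacking enzyme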
Target sequence (Q92743 whole entry, looked up): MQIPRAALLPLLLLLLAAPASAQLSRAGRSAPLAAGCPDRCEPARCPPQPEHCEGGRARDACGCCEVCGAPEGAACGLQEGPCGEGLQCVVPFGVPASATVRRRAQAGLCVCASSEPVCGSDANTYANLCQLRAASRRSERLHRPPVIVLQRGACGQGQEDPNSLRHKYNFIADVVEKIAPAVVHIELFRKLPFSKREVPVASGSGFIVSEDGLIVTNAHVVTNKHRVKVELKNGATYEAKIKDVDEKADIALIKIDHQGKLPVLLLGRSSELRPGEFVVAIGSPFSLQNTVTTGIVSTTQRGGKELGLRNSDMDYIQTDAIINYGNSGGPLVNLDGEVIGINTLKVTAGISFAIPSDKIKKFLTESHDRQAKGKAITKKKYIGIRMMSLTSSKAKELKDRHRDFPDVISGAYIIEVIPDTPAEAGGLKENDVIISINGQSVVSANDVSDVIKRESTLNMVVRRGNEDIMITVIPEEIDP
SIAE inh = human SIAE inhibitors, primary screen, biochemical, fluorescence polarization, FP-Rh probe, 1536-well HTS; Sialate O-acetylesterase (Homo sapiens), Q9HAT2; SIAE FP-Rh probe binding; inhibition, % at 9.66 µM; 370,000 tested, 0.69% active; AID 1053197, 2014;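 active = inhibition above a cutoff: mean of compounds within the control limits plus 3 SD of those, cut at about 17% in these data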;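 note: 0% = plate median of compound wells and 100% = probe without SIAE protein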
NR1D1 modulator = modulators of Rev-erb alpha DNA binding, primary screen, biochemical, FITC-DNA, fluorescence polarization, uHTS; 370,000 tested, 0.79% active; Rev-erbα–FITC-DNA binding, 90 min; Nuclear receptor subfamily 1 group D member 1 (Homo sapiens), P20393; activity, % at 10 µM;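 active = activity above about 14%, limit read from the data; passing the limit was not always enough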;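 note: 0% = DMSO wells with 35 nM protein and 100% = DMSO wells with 750 nM protein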
rCAG RNA binder = binders of r(CAG) RNA repeats, primary screen, biochemical, fluorescence; r(CAG) RNA repeat, TO-PRO-1 dye displacement fluorescence; inhibition, % at 3 µM; 370,000 tested, 1.3% active; AID 651821, 2012;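 active = inhibition above the plate cutoff, the mean of all test compounds on that plate plus 3 SD, cut at about 35% in these data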;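 note: 0% = DMSO alone and 100% = 100 µM mitoxantrone as full dye displacement; higher means more dye released from RNA so lower well fluorescence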
mABHD4 FP = ABHD4 inhibitors, primary screen, biochemical, fluorescence polarization, mouse; inhibition, % at 8.92 µM; 370,000 tested, 0.54% active; purified mABHD4, FP-Rh probe fluorescence polarization; (Lyso)-N-acylphosphatidylethanolamine lipase (Mus musculus), Q8VD66;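 active = inhibition exceeding the mean over every tested compound plus 3 SD, cut at about 30% in these data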;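 note: 0% = plate median of compound wells and 100% = S159A mutant with DMSO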
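system = mouse ABHD4 enzyme, wild type | medium = HEPES pH 7.0, NaCl, Pluronic buffer | also added = FP-Rh probe | incubation = Enzyme–compound pre-incubation 45 min, then probe 60 min, both 25 °C | technique = fluorescence polarization, excitation 525 nm, emission 598 nm, BODIPY TMR filters | controls = S159A mutant high control, sample median low control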
PRMT1 inh = PRMT1 methyltransferase inhibitors, primary screen, biochemical, fluorescence polarization | 370,000 tested, 1.3% active | inhibition, % at 2.79 µM | recombinant PRMT1, activity-based probe fluorescence polarization;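 active = inhibition above about 21% made by adding two undisclosed values, limit read from the data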
Target sequence (Q99873 whole entry, looked up): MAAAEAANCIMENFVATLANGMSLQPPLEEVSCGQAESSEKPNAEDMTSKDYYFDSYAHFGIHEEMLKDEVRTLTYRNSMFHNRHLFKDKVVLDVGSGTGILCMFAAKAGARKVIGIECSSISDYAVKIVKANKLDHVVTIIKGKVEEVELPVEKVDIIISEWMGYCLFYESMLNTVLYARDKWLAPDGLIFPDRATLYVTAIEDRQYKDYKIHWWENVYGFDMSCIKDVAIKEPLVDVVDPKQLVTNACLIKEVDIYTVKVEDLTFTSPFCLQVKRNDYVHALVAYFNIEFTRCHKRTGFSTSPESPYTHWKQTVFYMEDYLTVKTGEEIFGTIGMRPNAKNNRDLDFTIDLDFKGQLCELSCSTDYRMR
PG9 binder = binders of HIV-1 gp120 antibody PG9, primary screen, biochemical, TR-FRET | HIV-1 gp120 / PG9 antibody interaction | TR-FRET gp120-PG9 antibody binding | inhibition, % at 6.7 µM | 360,000 tested, 0.43% active | AID 624416, 2012; in the data active = inhibition above about 8.5%
TCR-CD3 inh = inhibitors of human TCR-CD3 interaction, primary screen, biochemical, fluorescence, TAMRA-labeled TCR probe | T-cell receptor (TCR) | inhibition, % at 9.4 µM | 360,000 tested, 0.37% active | AID 651800, 2012; in the data active = inhibition above about 19%;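 note: recombinant mutant TCR 2C K166C tagged with TAMRA read by polarization; 0% = receptor in buffer alone and 100% = receptor with positive control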
Active calls of the source: *; x = no result given; & = joins results of further samples. Not all compounds are listed, so the mix of outcomes need not match the whole.

SMILES	TDP2 absorb	LEDGF integ inh	HTRA1 inh	SIAE inh	NR1D1 modulator	rCAG RNA binder	mABHD4 FP	PRMT1 inh	PG9 binder	TCR-CD3 inh
COC(=O)c1ccccc1NC(=O)c1ccc(-c2ccc(Br)cc2)o1	-6	3	4	-6	2	3	-2	-2	0.0	-3
CNC(=S)N(Cc1cc2cc(OC)c(OC)cc2[nH]c1=O)C1CCCC1	9	-2	-2	6	x	0	2	3	-0.9	-1
C#CCOCCOCCOCCNc1nc(N2CCN(C(=O)[C@H]([C@@H](C)CC)n3cc([C@@H](N)Cc4ccc(O)cc4)nn3)CC2)nc(N2CCN(C(=O)[C@H]([C@@H](C)CC)n3cc([C@@H](N)Cc4ccc(O)cc4)nn3)CC2)n1	-3	2	3	0	-9	-4	8	-2	-2.5	8
Cc1ccnc(NC(=O)c2cc3cc(F)ccc3s2)c1	-5	-2	-44	-3	3	14	-4	17	0.4	-8
O=C(NCC(=O)N(Cc1ccccc1)C(C(=O)NCC1CCCO1)c1ccccc1)c1cccs1 (configuration not stated)	4	-2	1	13	2	-4	-2	1	-1.1	-1
CCC(=O)c1c(NCCc2ccccc2)cc(C)oc1=O	-13	0	-2	0	-1	3	-2	-2	-2.6	-1
CCOP(=O)(OCC)C(C)(C)NC(=O)Nc1ccc(Cl)c(Cl)c1	0	0	-4	1	-1	-4	2	-3	-1.9	8
Cc1cccc(C)c1NC(=S)N/N=C/c1ccc(C(=O)O)cc1	-5	5	-5	4	-8	7	-7	-5	-3.8	-8
CC(=O)c1cccc(-c2cnc3c(NC=O)cc(-c4ccc(F)cc4)cn23)c1	0	-1	x	-8	-2	9	1	3	-0.7	4
O=C(Nc1cccc(Br)c1)c1ccc2snnc2c1	-5	1	-20	-20	1	3	-9	0	-0.3	10
O=C(COc1cccnc1[N+](=O)[O-])N1CCc2ccccc2C1	4	-5	2	-4	-4	-2	14	2	-0.1	1
Cc1ccc(S(=O)(=O)N2CCN(C(=O)CC(C)C)CC2)cc1	1	2	5	-5	-4	-2	0	2	0.4	-5
CCOC(=O)[C@@H]1[C@H]2COc3ccccc3[C@@H]2N2C(=O)N(c3cccc(Cl)c3)C(=O)[C@@]12C	0	-1	-21	0	0	0	-4	-4	0.7	-2
COc1ccc(C(=O)Nc2ccc(S(=O)(=O)N3CCCC3)cc2)cc1[N+](=O)[O-]	4	4	-5	-4	-4	11	2	-4	-1.4	8
O=S(=O)(Nc1nc2ccccc2nc1N1CCN(c2ccccc2)CC1)c1ccc(F)cc1	4	1	-8	4	2	69*	-6	4	-1.7	2
C=CCN1C(=O)c2ccccc2C1(O)Cc1ccccc1 (configuration not stated)	-12	-5	2	5	8	-3	-4	-3	-0.8	5
O=C(CSc1nnc(-c2ccncc2)n1-c1ccccc1)Nc1cccc2ccccc12	-2	1	x	4	9	5	-2	-10	x	x
O=C(COc1ccccc1)OCC(=O)c1ccc(S(=O)(=O)N2CCCCC2)cc1	-1	4	2	3	-2	6	4	0	0.1	5
CCOP(=O)(OCC)/C(=N/OC(=O)c1ccc(Cl)cc1Cl)C(N)=O	19	0	0	2	-1	0	4	2	-2.2	-2
Nc1c(C(=O)N2CCOCC2)oc2ccccc12	-16	4	5	5	-28	-1	-1	-5	0.5	7
COc1ccc(NC(=O)Cn2nnc(C(=O)NCc3cccs3)c2N)c(OC)c1	-3	-2	2	1	-1	-1	2	2	-1.8	0
COc1ccc(/C=N/Nc2nonc2N)cc1OC	0	4	3	-1	-6	3	-2	-3	-1.6	-3
COc1ccccc1CN1C(=O)[C@@H]2Cc3c([nH]c4ccccc34)C(C)(C)N2C1=O	-5	3	-19	1	1	0	-1	1	-1.0	-4
Cc1cccc(NC(=O)CCN2CCN(C)CC2)c1	-3	-3	4	4	-2	-4	4	-3	0.5	6
COC(=O)c1cc(NC(=O)CC2C(=O)NCCN2C(=O)c2ccc(F)cc2)cc(C(=O)OC)c1 (configuration not stated)	5	-4	2	-3	1	0	2	2	0.3	-2
CC(O)CN(Cc1ccc(Cl)cc1)CC(C)O (configuration not stated)	11	-1	5	-1	3	-2	14	1	0.0	2
Cc1cccc(NC(=O)CN2C(=O)N/C(=C/c3cc(C)n(-c4cccnc4)c3C)C2=O)c1	6	0	-8	6	0	13	-6	4	-0.8	-4
CSCCC(NC(=O)c1cccc(S(=O)(=O)N2CCOCC2)c1)c1nc2ccccc2[nH]1 (configuration not stated)	-6	4	9	-16	0	3	-15	-2	0.4	4
CCn1nc(C(=O)N2CCc3ccccc32)c2ccccc2c1=O	2	-1	6	1	-1	0	-1	-2	-1.0	1
CCCn1c(-c2ccc[nH]c2=O)nc2cc(C)c(C)cc21	-9	0	1	5	-10	3	-9	-3	-2.2	-3
COc1ccc(C(CNC(=O)c2cccc(S(=O)(=O)Nc3ccc(F)cc3)c2)N2CCOCC2)cc1 (configuration not stated)	-7	-1	-10	-1	-8	10	-2	2	1.9	1
CC(C)CC(=O)C(=O)O	4&2	-1&2	-1&-1	-2&-7	-1&1	0&2	-6&-5	-4&4	-1.4&-1.0	4&2
CCOC(=O)N1CCN(C(=O)CCCn2c(=S)[nH]c3ccccc3c2=O)CC1	20	-3	-1	8	2	-3	-2	4	1.3	6
O=C(CN1C(=O)C2CCCCC2C1=O)Nc1cc(C(F)(F)F)ccc1N1CCCC1 (configuration not stated)	9	-3	1	14	3	-5	0	4	-0.6	-3
Cc1ccccc1-c1c(C)oc2cc(O)ccc2c1=O	-4	-4	-3	1	2	1	2	1	-0.2	-5
Cc1oc(S(=O)(=O)N2CCOCC2)cc1C(=O)Nc1ccc(F)cc1	-3	-1	3	4	-3	1	4	1	-1.8	3
Cc1cc(C)n(C(=O)C2CCCN2S(=O)(=O)c2ccc(Cl)cc2)n1 (configuration not stated)	4	1	0	-10	0	-2	3	-2	0.9	-2
CC1(C(=O)Nc2ccc3c(c2)OCCO3)CCN1Cc1ccccc1OC(F)F (configuration not stated)	-2	1	x	4	0	-1	-3	-6	-1.5	-2
Cc1ccc(CNC(=O)c2ccc(N3CCC4(CC3)CC(c3cccc(Br)c3)=NO4)c(NC(=O)c3ccccc3)c2)cc1	2	0	-59	-13	3	12	-3	-4	1.2	9
COc1cc2oc(=O)cc(CN3CCN(c4ccccc4F)CC3)c2cc1Cl	9	4	x	4	3	12	6	-3	0.1	0

Results in LEDGF integ inh, mABHD4 FP and PG9 binder, for 2 of the compounds above:
compound,LEDGF integ inh,mABHD4 FP,PG9 binder
Cc1cccc(NC(=O)CCN2CCN(C)CC2)c1,-3,4,0.5
COC(=O)c1cc(NC(=O)CC2C(=O)NCCN2C(=O)c2ccc(F)cc2)cc(C(=O)OC)c1 (configuration not stated),-4,2,0.3

(list continues)
SMILES	TDP2 absorb	LEDGF integ inh	HTRA1 inh	SIAE inh	NR1D1 modulator	rCAG RNA binder	mABHD4 FP	PRMT1 inh	PG9 binder	TCR-CD3 inh
CCOC(=O)Cn1nc(C)c(NC(=O)CCc2ccc(OC)cc2)c1C	18	-2	2	-2	4	-1	-2	-1	-0.2	5
C[n+]1ccn(CC(=O)c2ccc(Cl)cc2)c1	1	-2	3	-4	-4	1	6	6	0.8	-4
Brc1ccccc1OCCN1CCOCC1	26*	3	-4	-4	4	-4	11	1	-1.9	5
CCOC(=O)C1(Cc2cccc(OC)c2)CCN(Cc2cccc(OC)c2O)CC1	-2	3	-5	7	-2	-10	-1	-2	1.2	5
CSc1cccc(N2CC(C(=O)NCCC3=CCCCC3)CC2=O)c1 (configuration not stated)	9	0	-6	2	-2	-5	-3	-2	-0.7	3
COc1ccc(S(=O)(=O)N2CCN(CC(=O)Nc3cc(Cl)ccc3Cl)CC2)cc1	15	-3	-1	3	-7	2	5	1	1.8	-3
O=C(COC(=O)c1cccc(S(=O)(=O)N2CCOCC2)c1)NCCc1ccccc1	1	-3	-3	-6	0	-5	4	3	-1.2	-1
Cc1ccc(Cn2cc(CN3[C@@H](CC(C)C)COc4cccc(F)c4S3(=O)=O)nn2)cc1	7	1	x	-3	1	4	-4	4	x	x
C[C@H](CO)N1C[C@H](C)[C@H](CN(C)C(=O)Nc2ccnc(N3CCOCC3)c2)OCc2cnnn2CCCC1=O	3	2	1	5	0	1	7	-1	-1.4	2
CC(C)(C)c1ccc(-c2nnc(SCC(=O)Nc3ccccc3-c3ccccc3)n2Cc2ccco2)cc1	-15	-2	x	-4	-1	8	-8	1	x	x
COC(=O)c1cccc(NC(=O)CSc2nnc(C3CC3)n2C)c1	-1	-1	0	-3	0	0	2	-3	-1.4	1
COC(=O)C(C)Sc1nc2c(cnn2-c2ccccc2)c(=O)[nH]1 (configuration not stated)	1	4	-2	-1	4	3	-3	2	-2.0	4
Cn1nnc(NC(=O)c2ccc([N+](=O)[O-])cc2Cl)n1	10	51*	-1	8	-1	-1	1	0	-1.6	-2
COC(=O)NC(=S)Nc1ccc(Oc2ccc(Cl)cc2Cl)c(Cl)c1	6	0	-31	-21	-2	9	-17	-2	-0.3	4
Cc1cccc(-c2cccc3c4c([nH]c23)[C@@H]2C[C@H](N(C)C(=O)NC3CCCCC3)[C@H]([C@H](C)O)C(=O)N2CC4)c1	-2	-2	x	-4	-5	12	-4	-3	x	x
COc1ccc(O)c(C(=O)c2cc(C#N)c(=O)n(CCN3CCOCC3)c2)c1	5	0	2	6	-7	1	5	-3	0.5	2
CCOc1ccc(S(=O)(=O)N(C)CC(=O)NC2CCCC2)cc1	8	0	6	0	4	-8	-1	3	1.6	1
O=C(CNS(=O)(=O)c1ccccc1)NCC(=O)OCc1ccc(C(=O)c2ccccc2)cc1	7	3	-4	6	2	-1	-10	-1	-0.3	5
COc1ccc(-n2nnnc2SC(C)C(=O)NCC(=O)Nc2ccc(F)c(F)c2F)cc1 (configuration not stated)	1	0	0	1	0	0	0	-2	0.8	4
CCn1cc(C(=O)N[C@H](C(=O)NC(C)(C)CO)C(C)C)c(=O)c2cc3c(cc21)OCO3	25*	0	0	1	6	-4	-1	-4	-1.6	-2
CC(=O)C1=C(NC(=O)c2ccc(F)cc2)CC2C1C2(C)C (configuration not stated)	1	-3	4	4	-1	-1	-4	0	-0.1	6
CCOC(=O)Cc1c(C)nc2c(-c3ccc(Cl)cc3)c(C)nn2c1C	9	3	-3	4	-3	0	1	-2	0.5	0

Screening results (PubChem BioAssay)
